Screens: PubChem, several laboratories
KCNK9 block: human KCNK9 channel inhibition; Q9NPC2; HEK293 KCNK9, FluxOR thallium flux fluorescence; hits give low values; B-score at 10 µM; hit rate 1.2% among 310,000;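 active = ratio B-score over 3 SD below the library mean, with starting fluorescence within 5 SD of its mean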;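 also: negative B-score means less thallium flux so channel inhibition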
KCNK3 inh: human KCNK3 channel inhibition, primary screen. O14649. CHO-KCNK3 thallium flux, FluxOR fluorescence; hits give low values. AID 602410. hit rate 0.84% among 340,000. B-score at 10 µM;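 active = B-score under library mean minus 4 SD, starting fluorescence ratio at most library mean plus 5 SD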;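 also: more negative B-score means stronger inhibition of thallium flux through KCNK3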
hERG protect: shields human hERG channel from block by proarrhythmic agents | Q12809 | CHO-hERG, FluxOR thallium flux, dofetilide IC70 present | activation (rescue from dofetilide block), less the hit threshold, % at 10 µM | hit rate 0.51% among 310,000 | AID 1511;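 active = activation above the mean of controls blocked by dofetilide plus 5 SD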;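 also: thallium influx through hERG after potassium depolarization seen as dye fluorescence rise; in these data hits start at about 4.7%; inactives centre near -7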
RGS4 act: RGS4 potentiation or activation; B-score at 10 µM; AID 463111; hit rate 0.92% among 310,000; HEK293 M3R/inducible RGS4, carbachol calcium flux Fluo4; hits give low values;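 active = B-score of the integrated calcium signal more than 4 SD below the library mean, with starting fluorescence not abnormally high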;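 also: negative B-score means reduced calcium response which marks RGS4 activation or potentiation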
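Assay system: Inducible-RGS4 HEK293 cells carrying M3 receptor | Schedule: Compound preincubation 20 min at room temperature before agonist | Signal: Kinetic calcium fluorescence imaging with Fluo4-AM dye, 2 µM | Read-out basis: B score from integrated fluorescence ratio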
GSK3A inh: human GSK-3 alpha kinase inhibition | P49840 | ADP-Glo luminescence, 60 min | inhibition, % at 10 µM | hit rate 0.1% among 320,000;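 in the data active = inhibition above about 50%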;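 also: GST-tagged GSK-3 alpha with peptide substrate and 25 µM ATP; 0% = DMSO neutral wells and 100% = GW8510 positive control wells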
Target sequence (P49840 whole entry, looked up): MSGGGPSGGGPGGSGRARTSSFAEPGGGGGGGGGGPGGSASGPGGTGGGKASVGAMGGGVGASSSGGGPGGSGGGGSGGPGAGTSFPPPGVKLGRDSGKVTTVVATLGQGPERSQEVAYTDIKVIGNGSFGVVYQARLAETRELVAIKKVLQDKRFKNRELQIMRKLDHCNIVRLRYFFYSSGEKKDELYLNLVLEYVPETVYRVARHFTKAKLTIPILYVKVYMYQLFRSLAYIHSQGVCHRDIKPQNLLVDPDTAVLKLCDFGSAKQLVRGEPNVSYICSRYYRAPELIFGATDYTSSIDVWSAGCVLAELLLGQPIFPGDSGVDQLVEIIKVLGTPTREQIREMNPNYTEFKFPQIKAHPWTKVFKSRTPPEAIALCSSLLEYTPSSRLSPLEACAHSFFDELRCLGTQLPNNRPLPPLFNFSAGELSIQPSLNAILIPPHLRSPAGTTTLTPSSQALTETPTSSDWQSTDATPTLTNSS
KCNQ1 inh: human KCNQ1 channel inhibition | CHO-K1 KCNQ1, FluxOR thallium flux fluorescence; hits give high values | B-score at 10 µM | hit rate 1.3% among 310,000 | AID 2642;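 active = compounds whose thallium flux B-score, printed positive for inhibition, exceeds three library SD while starting fluorescence stays within three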;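 also: channel opened by potassium depolarization with thallium stimulus after 20 min compound exposure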
Dyrk1A ADPGlo: Dyrk1A (rat) kinase inhibition | Q63470 | ADP-Glo luminescence, NFATc1 peptide | inhibition, % at 12.5 µM | hit rate 0.43% among 310,000 | AID 504441; in the data active = inhibition above about 50%;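 also: plate controls were vehicle with enzyme for no effect and no enzyme for full effect; many of its hits are not listed in these tables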
PolyA inh: blocks polyadenylation in yeast reporter cells | S. cerevisiae SKY197-pL101 polyadenylation reporter, beta-gal luminescence; efflux-impaired pdr1/pdr3 knockout yeast; score 100 = 6 SD above DMSO | calls only at 12 µM | hit rate 0.02% among 300,000 | AID 1875;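 active = lowest replicate activity score at least 50, where 100 means six control SD above control mean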;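 also: yeast exposed to compound for 9 h at 30 °C; higher score means more reporter readthrough which indicates perturbed polyadenylation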
GSK3B inh: human GSK3beta kinase inhibition; P49841; GST-GSK3beta kinase, ADP-Glo luminescence, 60 min; hits give low values; activity score (negative = inhibition), % at 10 µM; hit rate 0.038% among 300,000; AID 2097;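 active = more than half of replicate wells score below -50%, meaning over 50% inhibition versus plate controls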;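 also: 0% = median DMSO wells and -100% = median GW8510 positive control wells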
Target sequence (P49841 whole entry, looked up): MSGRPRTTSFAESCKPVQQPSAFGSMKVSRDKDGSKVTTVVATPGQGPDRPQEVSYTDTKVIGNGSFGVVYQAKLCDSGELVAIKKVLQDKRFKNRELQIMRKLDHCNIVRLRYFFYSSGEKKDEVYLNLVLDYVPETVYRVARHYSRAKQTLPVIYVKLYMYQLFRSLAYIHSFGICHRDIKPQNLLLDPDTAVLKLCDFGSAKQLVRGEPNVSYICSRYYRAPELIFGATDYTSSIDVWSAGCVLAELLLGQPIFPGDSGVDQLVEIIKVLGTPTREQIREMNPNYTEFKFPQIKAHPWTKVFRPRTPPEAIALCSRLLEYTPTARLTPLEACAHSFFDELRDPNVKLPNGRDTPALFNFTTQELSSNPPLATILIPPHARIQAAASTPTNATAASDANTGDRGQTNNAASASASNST
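test system = GST-tagged human GSK3beta kinase, cell-free | reagent = 25 µM ATP with peptide substrate | dosing = one dose of 10 µM per compound | schedule = 60 min reaction, RT | detection = luminescent ADP-Glo measurement of ADP formed | control set = DMSO neutral wells and GW8510 at 20 µM as positive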
RGS4 inh: human RGS4 inhibition; HEK293 M3R/RGS4 inducible, Fluo-4 calcium flux; hits give high values; triggered by carbachol at its EC20; B-score at 10 µM; hit rate 0.45% among 310,000; AID 463165;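 active = B-score, a plate-corrected calcium signal, over three deviations above library mean, with baseline fluorescence within five deviations of library mean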;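 also: RGS4 expression induced by doxycycline in cells with stable M3 receptor; B-score is computed from the integrated fluorescence ratio over baseline after carbachol; higher B-score means a larger calcium signal and so more RGS4 inhibition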
KCNQ1 act: human KCNQ1 channel potentiation or activation | CHO-K1 KCNQ1, thallium flux FluxOR fluorescence; hits give high values | P51787 | B-score at 10 µM | hit rate 0.35% among 310,000;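 active = fluorescence ratio B-score, a plate-corrected score, at least three library SD, with initial intensity B-score within 5 SD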
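Test system: CHO-K1 cells stably expressing KCNQ1 / Medium: assay buffer / Also added: depolarizing K+/Tl+ stimulus, K2SO4 and Tl2SO4 each 12.5 mM in 5x stock / Incubation: 90 min dye loading and 20 min compound exposure, both at room temperature / Signal: thallium influx via FluxOR fluorescence, kinetic imaging / Evaluation: B score of baseline-normalized fluorescence ratio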
* marks the source's active call; other numbers are inactive results; i = inactive; · = no result given. The list is partial. The share of hits here may be higher or lower than overall.

Every second line gives: GSK3B inh | hERG protect | GSK3A inh | KCNQ1 inh | KCNK9 block | KCNQ1 act | RGS4 act | RGS4 inh | KCNK3 inh | Dyrk1A ADPGlo | PolyA inh
CCN1C(=O)c2cccc3c(NC(=O)c4ccc5c(c4)OCCO5)ccc1c23
 : -0.1 | -7.3 | -0.7 | i | i | i | i | i | -10.3* | · | i
COc1cc(/C=N/NC(=O)c2ccc(CSc3nncn3C)cc2)ccc1OCC(=O)N1CC(C)OC(C)C1 (configuration not stated)
 : 1.1 | -6.6 | -1.5 | i | i | i | i | i | i | -5.7 | i
Cc1csc(N2CCCC2c2nc3cc(Cl)c(N4CCCCC4)cc3n2CCOCCO)n1 (configuration not stated)
 : 4.5 | -2.6 | -2.0 | i | i | i | i | i | i | 2.4 | i
CCSc1nc(N2CCCCC2)c2c(c1C#N)CCCC2
 : -2.5 | -12.5 | -1.8 | i | -12.5* | i | i | i | i | 20.1 | i
O=C(Nc1ccccc1C(F)(F)F)c1ccccn1
 : 1.1 | -6.2 | -0.9 | i | i | i | i | i | i | 2.9 | i
Cc1ccc(N2CC(C(=O)NCCS(=O)(=O)N3CCN(c4ccccc4)CC3)CC2=O)cc1 (configuration not stated)
 : 2.0 | -7.8 | 0.0 | i | i | i | i | i | i | 2.8 | i
O=C1/C(=C/c2cccs2)CCC1C1CCCC1 (configuration not stated)
 : -0.8 | -13.4 | -1.6 | i | i | i | i | i | i | -0.4 | i
Cc1ccc(S(=O)(=O)N2CCC(NC(=O)c3cccnc3)CC2)cc1Cl
 : 3.0 | -8.7 | -3.7 | i | i | i | i | i | i | -0.5 | i
O=C(c1ccccc1)N1CCN(S(=O)(=O)c2cccc(NS(=O)(=O)c3ccccc3)c2)CC1
 : 0.2 | -8.6 | -1.7 | i | i | i | i | i | i | -2.7 | i
CCc1ccc(-c2cc(C(=O)N/N=C/c3ccco3)[nH]n2)cc1
 : -2.0 | -3.5 | -3.4 | i | i | i | i | i | i | -1.5 | i
COc1ccc(C2N(C(C)=O)CCN2S(=O)(=O)c2ccc(C)cc2)cc1 (configuration not stated)
 : 1.0 | -7.6 | -3.7 | i | i | i | i | i | i | -7.6 | i
CCCC/S(CC1CC1(Cl)Cl)=N\S(=O)(=O)c1ccc(C)cc1 (configuration not stated)
 : -1.0 | -9.8 | -0.7 | i | i | i | i | i | i | 2.9 | i
COc1ccccc1NC(=O)C1=C(C)N(c2ccccc2)C(=S)NC1c1cccc(C(F)(F)F)c1 (configuration not stated)
 : -0.6 | -10.8 | 10.6 | i | i | i | i | i | i | -3.3 | i
COc1ccc(/C=N/NC(=O)C(=O)N2CCCCCC2)cc1
 : -1.0 | -6.5 | -1.1 | i | i | i | i | i | i | 2.2 | i
COc1ccc(/C=N/NC(=O)c2ccc3nc[nH]c3c2)c(OC)c1
 : 0.6 | -8.4 | 0.3 | i | i | i | i | i | i | -1.7 | ·
CCC(C)(C)C1CCc2c(sc(NC(=O)c3ccoc3C)c2C(N)=O)C1 (configuration not stated)
 : 3.1 | -4.6 | 0.7 | i | i | i | i | i | i | -2.9 | i
Cc1ccc(CC(=O)OCCNC(=O)c2cccnc2)cc1
 : 3.4 | -5.9 | -5.8 | i | i | i | i | i | i | -2.5 | i
CC(C)c1cc(CNC(=O)CC2C(=O)NCCN2CC2CCCCC2)on1 (configuration not stated)
 : -2.3 | 2.2 | 0.3 | i | i | i | i | i | i | 2.5 | i
Cc1csc(=O)n1CC(=O)OCc1cccc2ccccc12
 : 1.9 | -7.9 | -1.3 | i | i | i | i | i | i | 10.6 | i
CC(C)c1ccc(NC(=O)COC(=O)COc2ccccc2)cc1
 : 3.6 | -6.4 | -1.3 | i | i | i | i | i | i | 3.7 | ·
COc1cc(NC(=O)N[C@H](C(=O)O)C(C)C)cc(OC)c1
 : -4.2 | -0.1 | 4.1 | i | i | i | i | i | i | -11.3 | i
CCOC(=O)CNS(=O)(=O)c1ccc(C(=O)O)cc1
 : -1.3 | -5.3 | 0.4 | i | i | i | i | i | i | -2.0 | i
Cc1cccnc1NC(=O)c1cccc(S(=O)(=O)N2CCCc3ccccc32)c1
 : 3.2 | -8.6 | -4.1 | i | i | i | i | i | i | -1.1 | i
S=C(NNc1nc(Nc2ccccc2)nc(N2CCCCC2)n1)NC1CCCCC1
 : -2.5 | -15.4 | -0.3 | i | i | i | i | i | i | 2.2 | i
CCOC(=O)N1CCC(N2Cc3cccc(C(=O)NCc4ccc(OC)cc4)c3C2=O)CC1
 : 1.2 | -7.6 | 0.6 | i | i | i | i | i | · | · | i
C=CCn1c(SCC2CCCCO2)nc2sc(CC)cc2c1=O (configuration not stated)
 : -0.9 | -10.5 | -2.4 | i | i | i | i | i | i | -1.5 | i
COc1ccc(C(=O)O/N=C(\N)c2ccccn2)cc1[N+](=O)[O-]
 : -8.8 | 2.6 | -1.9 | i | i | i | i | i | i | 14.2 | i
CCOC(=O)C(=O)Nc1ccccc1C(N)=O
 : 1.6 | -6.8 | 2.0 | i | i | i | i | i | i | 3.1 | i
Cc1ccc(C)c(NC(=O)c2ccccc2C(=O)c2ccccc2)c1
 : -1.5 | -12.1 | -0.1 | i | -10.2* | i | i | i | · | · | i
CCCCn1c(N)c(N(CCOC)C(=O)c2ccc(F)c(S(=O)(=O)N3CCOCC3)c2)c(=O)[nH]c1=O
 : 5.7 | -19.7 | 1.0 | i | i | i | i | i | i | -0.8 | ·
O=C(NCCCn1ccnc1)c1c(F)cccc1F
 : 2.4 | -4.9 | 2.1 | i | i | i | i | i | i | -4.1 | i
Cn1c(CN2CCCCC2)nc2cc(NC(=O)c3cccc(Br)c3)ccc21
 : 2.4 | -6.5 | 1.0 | i | i | i | i | i | i | 2.1 | i
CCC(C)NS(=O)(=O)c1ccc(OCC(=O)Nc2ccc3c(c2)OCCO3)cc1 (configuration not stated)
 : -5.7 | -9.0 | -2.6 | i | i | i | i | i | i | -4.2 | i
Cc1cc(NS(=O)(=O)c2ccc(NC(=S)NC(=O)c3ccc(F)cc3Cl)cc2)no1
 : 3.9 | -4.2 | -4.9 | i | i | i | i | i | i | -4.7 | i
Cc1ccc(O)c(CNc2nccs2)c1
 : -3.1 | -14.7 | -2.9 | i | i | i | i | i | i | 0.6 | i
Cc1cccc(N(CC(=O)Nc2ccc(CC#N)cc2)S(C)(=O)=O)c1
 : 1.3 | -3.6 | -1.8 | i | i | i | i | i | i | -3.2 | i
CC1=CC(C)(C)Nc2ccc(C)cc21
 : -5.0 | -0.6 | -3.2 | i | i | i | i | i | i | -1.4 | i
Cn1nnc(NC(=O)c2ccc([N+](=O)[O-])cc2Cl)n1
 : 0.8 | -4.4 | -6.1 | i | i | i | i | i | i | 0.9 | i
CC(=O)Oc1ccc2nc(-c3ccco3)oc(=O)c2c1
 : · | -5.6 | 8.3 | i | i | i | i | i | i | 4.7 | i
Cc1nccn1CCCN1C(=O)OC2(CCCCC2)C1(C)O (configuration not stated)
 : 3.3 | -2.9 | -1.7 | i | i | i | i | i | i | -8.6 | i
CCOc1ccccc1N(CC)C(=O)c1nn(C)c2c1CSc1ccccc1-2
 : 2.9 | -10.7 | -2.6 | i | i | i | i | i | i | -3.7 | i
c1ccc(-c2nnc(CSc3nncs3)o2)cc1
 : 1.8 | -3.4 | · | i | i | i | i | i | i | -5.2 | i
Cc1c(-c2ccccc2)c(=O)oc2cc(O)ccc12
 : -0.5 | -8.2 | 0.9 | i | i | i | i | i | i | 3.4 | i
O=C(NCc1nc2ccccc2[nH]1)C1=C[C@H](c2ccc(C(F)(F)F)cc2)C[C@H](OCc2ccc(CO)cc2)O1
 : 0.0 | -8.0 | · | i | i | i | i | i | i | 3.5 | ·
CCCN(CCC)CCCNC(=O)c1cc2cc3ccc(Cl)cc3nc2o1
 : 1.6 | -4.2 | -0.5 | i | i | i | i | i | i | 5.2 | i
COc1ccc(C(=O)N2CCN(c3ccc(NC(=O)c4cccs4)cc3)CC2)cc1
 : 1.5 | -9.9 | -1.9 | i | i | i | i | i | i | 2.3 | i
CC(C)CNC(=S)N(CCCO)Cc1cc2cc3c(cc2[nH]c1=O)OCO3
 : · | -6.0 | -1.1 | i | i | i | i | i | i | -1.9 | i
CCOc1cc(C(=O)OCC(=O)NC(C)c2ccccc2)ccc1OCC(=O)N1CCOCC1 (configuration not stated)
 : 0.3 | -8.2 | -3.2 | i | i | i | i | i | i | -2.9 | i
COC(=O)[C@@]12CCCCN1[C@H](c1ccc(-c3cccc(Cl)c3)c(OC)c1)[C@H]1C(=O)N(C)C(=O)[C@H]12
 : -0.6 | -5.5 | -0.7 | i | i | i | i | i | i | -0.5 | i
CCc1ccc2c(CC(=O)Nc3nnc(C4CC4)s3)coc2c1
 : -0.9 | -3.3 | -5.2 | i | i | i | i | i | i | 4.6 | i
CSc1cccc(CN2CCCC(C(=O)Nc3cccc(-n4cccn4)c3)C2)c1 (configuration not stated)
 : 2.4 | -12.1 | -3.5 | i | i | i | -7.31* | i | i | 6.5 | i
Cc1ccc(C23CC4CC(CC(C(=O)N(C)C)(C4)C2)C3)cc1
 : 1.1 | -3.4 | -1.8 | i | i | i | i | i | i | 0.0 | i
CC1CCCC(NC(=O)CN2CCN(Cc3ccc(Cl)cc3)C2=O)C1C (configuration not stated)
 : 2.5 | -5.1 | -2.5 | i | i | i | i | i | i | -11.0 | i
O=C(c1ccccc1)N(CCO)Cc1cc2cc3c(cc2[nH]c1=O)OCCO3
 : -0.4 | -1.4 | -1.6 | i | i | i | i | i | i | -1.2 | i
CCOc1ccc(S(=O)(=O)N(C)c2ccc(OCC(=O)Nc3nc4ccccc4s3)cc2)cc1
 : -0.3 | -6.5 | -1.9 | 8* | i | i | i | i | i | -4.6 | i
CCOC(=O)c1cc2cc([N+](=O)[O-])cc(OC)c2oc1=O
 : 2.2 | -4.8 | -10.0 | i | i | i | i | i | i | 2.3 | i
O=C(/C(=C/c1ccccc1Cl)c1ccccc1)N1CCOCC1
 : -5.3 | -4.3 | -1.0 | i | i | i | i | i | i | -4.1 | i
